Assay outcomes: PubChem BioAssay, several laboratories
Y pestis TopoI: Y. pestis Topo-I inhibition via cleavage products. 360,000 compounds, 0.064% hits. Y. pestis Topo-I cleavage product accumulation, plate reader. activity, % at 10 µM. AID 504884; in the data active = activity above about 50%, passing the limit was not always enough; inconclusive = no clear call, values can overlap the other calls; also: inactives centre near 2
GDH-TPI counter: inhibits GDH-TPI coupling enzymes, artifact for Mtb FBA screen; 360,000 compounds, 1.2% hits; inhibition, % at 4.8 µM; GDH-TPI coupled enzyme counterscreen, NADH absorbance; in the data active = inhibition above about 30%;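 also: 0% = DMSO wells and 100% = wells lacking the enzyme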
TcdB inh: inhibitors of Clostridioides difficile toxin B glycohydrolase | TcdB glycohydrolase enzymatic assay, plate reader | 350,000 compounds, 0.24% hits | inhibition, % at 9.99 µM; in the data active = inhibition above about 10%
BioA inh: blocks M. tuberculosis BioA enzyme activity; inhibition, % at 9.99 µM; purified M. tuberculosis BioA enzyme, plate reader; 360,000 compounds, 0.096% hits; AID 602481; in the data active = inhibition above about 40%; inconclusive = no clear call, values can overlap the other calls
PfHsp40 rescue: rescue of PfHsp40-mediated yeast toxicity | 340,000 compounds, 0.68% hits | growth rescue, % at 12.5 µM | S. cerevisiae expressing PfHsp40, growth rescue, ATP luminescence | AID 504582; in the data active = growth rescue above about 28%, passing the limit was not always enough; inconclusive = no clear call, values can overlap the other calls;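 also: yeast W303a lacking pdr1 and pdr3 grown in galactose medium; growth measured after three days at 30 °C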
BH1578 lux ind: quorum light induction in luxS cqsA deficient V. cholerae. V. cholerae BH1578 lux reporter, luminescence, 6 h. activation, % at 18.7 µM. 350,000 compounds, 0.16% hits; in the data active = activation mostly above about 9.7%, no sharp cut-off; inconclusive = no clear call, values can overlap the other calls; inactive = mostly below about 3.7%; also: not every result past the cut was called active; inactives centre near 0; reference of the scale not given here
Mtb UGM inh: Mtb UDP-galactopyranose mutase inhibition; purified UGM, fluorescence polarization probe displacement; inhibition, % at 10 µM; 320,000 compounds, 0.06% hits; AID 504406; in the data active = inhibition above about 10%, passing the limit was not always enough; inconclusive = no clear call, values can overlap the other calls
Target sequence (P9WIQ1 whole entry, looked up): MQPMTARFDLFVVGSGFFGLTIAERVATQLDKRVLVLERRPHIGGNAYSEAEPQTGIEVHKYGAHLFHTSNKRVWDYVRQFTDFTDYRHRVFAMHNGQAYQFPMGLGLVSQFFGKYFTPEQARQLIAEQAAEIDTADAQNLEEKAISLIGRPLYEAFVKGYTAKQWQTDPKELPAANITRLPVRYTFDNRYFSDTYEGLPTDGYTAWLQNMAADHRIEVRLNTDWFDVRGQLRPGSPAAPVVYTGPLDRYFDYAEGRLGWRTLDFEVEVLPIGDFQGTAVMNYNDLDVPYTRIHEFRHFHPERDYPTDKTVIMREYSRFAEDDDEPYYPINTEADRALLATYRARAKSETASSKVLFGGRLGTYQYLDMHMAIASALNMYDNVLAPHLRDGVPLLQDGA
FadD28 binding: M. tuberculosis FadD28 bisubstrate binding inhibition; FadD28 bisubstrate probe binding, fluorescence polarization; AID 588549; 360,000 compounds, 0.22% hits; inhibition, % at 12.5 µM; in the data active = inhibition above about 8.5%, passing the limit was not always enough; inconclusive = no clear call, values can overlap the other calls
FBA Mtb inh: inhibitors of M. tuberculosis fructose-bisphosphate aldolase | P9WQA3 | purified M. tuberculosis FBA, fluorescence read-out | inhibition, % at 1 µM | 360,000 compounds, 2.3% hits; in the data active = inhibition above about 27%;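 also: 0% = vehicle and 100% = reference inhibitor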
Target sequence (P9WQA3 whole entry, looked up): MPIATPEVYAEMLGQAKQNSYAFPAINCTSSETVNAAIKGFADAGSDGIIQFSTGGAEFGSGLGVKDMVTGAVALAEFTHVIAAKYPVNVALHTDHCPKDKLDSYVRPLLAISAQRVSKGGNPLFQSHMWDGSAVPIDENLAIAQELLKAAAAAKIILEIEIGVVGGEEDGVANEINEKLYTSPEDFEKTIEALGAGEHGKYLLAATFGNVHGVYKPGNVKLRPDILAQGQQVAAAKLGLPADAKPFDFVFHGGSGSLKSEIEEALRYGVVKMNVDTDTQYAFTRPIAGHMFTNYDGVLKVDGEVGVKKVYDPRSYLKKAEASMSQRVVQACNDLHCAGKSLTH
* marks the source's active call; other numbers are inactive results; i = inactive; ? = inconclusive; nt = no result given.

SMILES	Y pestis TopoI	GDH-TPI counter	TcdB inh	BioA inh	PfHsp40 rescue	BH1578 lux ind	Mtb UGM inh	FadD28 binding	FBA Mtb inh
CC(C)CNC(=O)COC(=O)/C=C/c1ccccc1[N+](=O)[O-]	3	2	nt	-1.7	-0.3	14	-0.5	-1.5	7
Cc1ccc(C(CNS(=O)(=O)c2ccc(F)cc2C)N2CCN(C)CC2)cc1 (stereo unspecified)	3	4	2.4	nt	0.9	-5.3	0.8	1.5	4
O=C(Nc1cccc(NC(=O)c2cccs2)c1)c1ccc(F)cc1	-2	1	0.4	-1.5	1.2	i	1.5	-3.0	-1
COC(=O)[C@H](CC(C)C)NC(=O)N1CCCCC1C (stereo partly specified)	8	-7	0.1	nt	-1.0	i	0.7	-1.4	0
COc1ccc(N=Cc2cccc(C)c2O)cc1Cl	-2	-1	-0.1	nt	0.6	-0.2	1.2	-2.8	-1
COC(=O)c1cc(C(=O)Nc2ccc(S(=O)(=O)NC(C)(C)C)cc2)cc([N+](=O)[O-])c1	-9	2	nt	nt	0.0	i	0.1	0.9	1
CC(C)(O)C1=NOC(c2ccccc2)C1 (stereo unspecified)	10	6	nt	-2.0	1.8	-5.9	2.2	-0.8	-1
Cc1cc(Cl)ccc1OCC(=O)NNC(=O)c1ccc(=O)[nH]c1	0	-6	-0.9	-0.4	1.4	-1.6	2.9	-3.4	-2
Nc1nonc1-n1nnc(C(=O)N/N=C/c2ccccn2)c1-c1ccccc1	-4	7	2.3	3.3	-0.1	-0.5	nt	-2.9	2
Cn1cnc([N+](=O)[O-])c1Sc1ncn[nH]1	2	9	0.7	-0.5	-0.6	-0.2	-0.1	-0.9	4
COc1ccc(C)cc1S(=O)(=O)N1CCN(C/C=C/c2ccccc2)CC1	14	-2	1.5	0.3	-0.2	-1.7	-2.4	-3.5	1
COCCNC(=S)N1CCN(C/C=C/c2ccccc2)CC1	-11	-1	0.1	nt	-0.8	-0.3	-0.6	-0.3	1
COc1ccc(C(=O)Oc2ccc(F)cc2C(=O)/C=C/c2ccc(OC)c(OC)c2)cc1	19	-1	nt	nt	-0.4	-0.3	-0.8	-3.6	1
O=C(Nc1ccc(C(F)(F)F)cc1)c1csc(-c2ccncc2)n1	3	3	0.6	nt	5.6	i	-0.7	0.4	-1
COc1ccc(CCNC(=O)CN(c2ccccc2)S(=O)(=O)c2ccccc2)cc1	12	-3	0.4	nt	nt	i	nt	-3.2	1
CCOC(=O)c1cc(NC(=O)CSCCO)ccc1Cl	3	4	0.3	0.9	3.5	-2.6	0.0	2.2	2
Cc1cc(C)nc(Nc2nc(-c3ccccc3)cs2)n1	1	9	0.0	-1.2	12	-1.7	0.2	-4.3	-2
CCCC(C)NC(=O)CSc1nc(-c2ccccc2)cn1N (stereo unspecified)	0	5	0.2	nt	-0.3	i	-1.5	0.2	2
O=[N+]([O-])c1cccnc1N1CCN(Cc2ccc3c(c2)OCO3)CC1	8	14	1.3	1.3	-0.7	i	0.2	3.8	2
COC(=O)c1cc(S(=O)(=O)N(C)Cc2ccco2)c[nH]1	-1	7	1.3	-2.6	1.2	-0.6	0.9	-0.6	7
CCOc1ccc(S(=O)(=O)N2CCN(c3ccccc3F)CC2)c2cccnc12	16	6	nt	0.5	2.1	i	-0.2	-1.4	2
CC(C)(C)OC(=O)C[C@H]1C/C=C\C[C@H](CC(=O)NCCO)C(=O)NC[C@H](c2ccccc2)OC1=O	14	3	0.8	-0.8	-1.2	-0.5	2.2	-19	2
Cc1ccc(NC(=O)COC(=O)C2CC2(Cl)Cl)cc1C (stereo unspecified)	8	6	0.7	-1.3	1.2	-0.4	-0.4	-2.4	4
CCCCOc1ccc(Nc2cc(Cl)ccc2C(=O)O)cn1	1	5	-0.8	nt	10	-0.4	2.4	?	6

A section taken from the entries so far, as a working copy:
SMILES	Y pestis TopoI	GDH-TPI counter	TcdB inh	BioA inh	PfHsp40 rescue	BH1578 lux ind	Mtb UGM inh	FadD28 binding	FBA Mtb inh
Cc1ccc(NC(=O)COC(=O)C2CC2(Cl)Cl)cc1C (stereo unspecified)	8	6	0.7	-1.3	1.2	-0.4	-0.4	-2.4	4
CCCCOc1ccc(Nc2cc(Cl)ccc2C(=O)O)cn1	1	5	-0.8	nt	10	-0.4	2.4	?	6

(next part)
SMILES	Y pestis TopoI	GDH-TPI counter	TcdB inh	BioA inh	PfHsp40 rescue	BH1578 lux ind	Mtb UGM inh	FadD28 binding	FBA Mtb inh
O=C(/C=C/c1ccc2c(c1)OCCO2)N1CCN(c2ccc(F)cc2)CC1	24	10	1.1	3.2	1.3	i	-3.2	-0.4	3
CCOC(=O)COc1ccc2c(c1)c(C(C)=O)c(C)n2Cc1ccccc1	32	-5	-0.2	3.4	-1.0	-3.3	-3.3	-4.9	4
O/N=C/c1ccc(-c2cc(Cl)ccc2Cl)o1	-2	12	1.1	nt	-0.2	-0.4	-0.5	-3.3	-1
CN1C(=O)CSC1=NCC12CC3CC(CC(C3)C1)C2	1	3	2.2	-0.2	0.7	-0.4	0.2	-1.7	0
O=C(c1cccc(S(=O)(=O)N2CCN(c3ccc(F)cc3)CC2)c1)N1CCCC1	28	6	-0.7	-0.4	12	-1.2	4.2	-0.7	-2
COc1ccc(/C=N\NC(=O)c2ccc(-c3ccccc3)cc2)cc1COC(C)=O	18	13	0.6	-1.3	1.0	i	3.0	-0.5	6
COc1cc2c(cc1OC)CN(c1ccc(C(F)(F)F)cn1)CC2	6	10	0.7	0.3	-0.4	-2.2	1.4	-4.1	1
O=C(C1CCN(S(=O)(=O)c2ccc(Br)cc2)CC1)N1CCOCC1	9	1	0.9	3.6	2.0	-2.3	2.5	-2.4	1
CC(C)(CC(=O)O)CC(=O)N1CCN(c2nc3ccc(Cl)cc3s2)CC1	2	13	nt	2.5	-1.3	-8.3	1.5	-2.3	3
CS(=O)(=O)N(Cc1nc(-c2ccc(F)cc2)no1)c1ccccc1Cl	6	3	2.3	-1.0	0.4	i	0.8	-6.0	-1
O=C(COc1ccc([N+](=O)[O-])cc1)NNC(=O)Nc1cccc(F)c1	-2	9	1.6	9.5	-0.8	3.6	2.1	-2.1	1
COCCSc1ccccc1C(=O)Nc1ccc(S(=O)(=O)N2CCOCC2)cc1	-9	0	0.5	-2.0	-0.7	-1.8	4.0	0.8	2

Full records as entered above:
Listed for COc1ccc(/C=N\NC(=O)c2ccc(-c3ccccc3)cc2)cc1COC(C)=O → Y pestis TopoI = 18; GDH-TPI counter = 13; TcdB inh = 0.6; BioA inh = -1.3; PfHsp40 rescue = 1.0; BH1578 lux ind = i; Mtb UGM inh = 3.0; FadD28 binding = -0.5; FBA Mtb inh = 6
Listed for CN1C(=O)CSC1=NCC12CC3CC(CC(C3)C1)C2 → Y pestis TopoI = 1; GDH-TPI counter = 3; TcdB inh = 2.2; BioA inh = -0.2; PfHsp40 rescue = 0.7; BH1578 lux ind = -0.4; Mtb UGM inh = 0.2; FadD28 binding = -1.7; FBA Mtb inh = 0

The results go on:
SMILES	Y pestis TopoI	GDH-TPI counter	TcdB inh	BioA inh	PfHsp40 rescue	BH1578 lux ind	Mtb UGM inh	FadD28 binding	FBA Mtb inh
COc1ccc(Cl)cc1NC(=O)CCN1CCN(Cc2ccccc2)CC1	-1	-2	1.2	6.7	0.0	i	3.0	-0.7	1
CCC(=O)N1CCCC(C(=O)Nc2nc3ccccc3[nH]2)CC1 (stereo unspecified)	-1	-9	-0.4	-0.4	nt	i	nt	-2.9	-2
CCCCN(C)C(=O)c1sc(=O)n(Cc2c(C)noc2C)c1C	-4	6	-0.1	0.7	nt	i	nt	-1.5	3
CC(ON1CC1(C(F)(F)F)C(F)(F)F)(C(N)=O)C(N)=O (stereo unspecified)	-1	-5	nt	-1.2	-0.7	i	-0.3	-2.9	-2
Cc1ccc(C(=O)NCCc2ccc(S(=O)(=O)N3CCCC3)cc2)cc1	9	9	0.3	0.2	0.4	i	-1.3	-1.9	0
CCCc1cc(=O)oc2cc(OCC(=O)N3CCC(C(=O)O)(c4ccccc4)CC3)ccc12	2	22	-0.9	1.9	-0.7	-0.6	0.2	-1.9	76*
CC(NC(=O)c1ccccc1)c1nnc(SCc2nc3ccccc3c(=O)[nH]2)n1C (stereo unspecified)	-6	-7	-1.5	1.3	-0.2	-0.8	1.3	-4.0	-6
CC1Sc2ccc(S(=O)(=O)CCC(=O)Nc3ccccc3Cl)cc2NC1=O (stereo unspecified)	11	5	-6.6	36	-1.3	i	3.1	-3.4	1
CCOC(=O)c1oc2ccc(CNCCO)c(Cl)c2c1C	7	10	nt	1.1	-0.2	i	-1.0	0.2	6
S=c1cnc2ccccc2[nH]1	-1	6	2.9	nt	-1.0	i	-0.4	0.2	0
O=C(Nc1nnc(CC2=CCCCC2)s1)c1cccs1	3	13	nt	-0.2	-0.5	0.7	-1.7	-0.9	2
C=C(C)C1CC=C(C)/C(=N/NC(=O)c2ccc(NC(=O)CC)cc2)C1 (stereo unspecified)	0	12	-1.4	1.8	0.3	-0.2	-1.6	-1.9	1
Cc1ccc(C2N(C)C(=O)c3ccccc3N2C)cc1 (stereo unspecified)	2	9	0.5	3.0	-2.8	-0.4	2.3	-0.2	52*
CN(C(=O)CSc1nnc(-c2ccccc2)n1C)C1CCS(=O)(=O)C1 (stereo unspecified)	1	6	0.7	nt	44*	-0.7	-0.6	-2.3	0
CCN1CCN(CC(=O)Nc2ccc(S(=O)(=O)N3C(C)CCCC3C)cc2)CC1 (stereo unspecified)	-8	-7	2.4	-2.2	1.2	i	0.6	-3.3	-6
CCOC(=O)CCCNC(=O)COC(=O)CCC(=O)c1ccc(F)cc1	6	-5	nt	-1.1	0.5	-1.3	1.0	-3.2	2
Cc1ccc(NC(=O)CSc2nc(O)c(Cc3ccccc3)c(=O)n2-c2ccccc2)cc1	0	0	1.6	-2.6	1.5	4.3	0.8	-1.0	1
CCCCCC(=O)Nc1ncc2c(n1)CC(c1cccs1)CC2=O (stereo unspecified)	3	7	1.3	0.9	nt	i	-0.2	-2.9	-1
COc1ccc(-c2[nH][nH]c(=O)c2NC(=O)c2ccc([N+](=O)[O-])cc2)cc1	nt	nt	-8.5	-1.4	nt	nt	nt	0.6	3
CCOC(=O)CSc1ncnc2c1nnn2-c1ccc(F)cc1	5	4	nt	-0.5	-0.7	i	-1.8	-1.1	-1
CCN1/C(=C2/OC(=S)N(C)C2=O)Sc2ccccc21	5	-1	nt	-0.6	0.3	i	nt	-0.2	1
O=C(CSc1nnc(COc2ccccc2)o1)N1CCCCC1	7	4	1.4	0.8	1.7	i	3.0	-4.3	1
Cc1ccc(S(=O)(=O)N[C@@H](CO)C(=O)N[C@@H](Cc2ccc(O)cc2)C(=O)O)cc1	6	5	0.0	2.4	-0.9	-0.4	1.5	1.4	-2
C=CCOc1c(Br)cc(/C=N/O)cc1OCC	0	4	nt	1.2	0.4	1.8	1.2	-0.8	-4
CC(=O)NNC(=O)C(O)(c1ccccc1)c1ccccc1	-5	0	nt	-1.2	-1.2	i	-4.9	-2.4	-6
Nc1nc(-c2cccnc2)nn1C(=O)c1ccc(F)cc1	1	-2	1.6	1.5	0.1	-0.3	nt	-1.8	-6
COc1ccc(-c2onc(C)c2C)cc1S(=O)(=O)NCCc1ccco1	4	8	0.8	3.4	-0.6	-0.4	0.1	-2.8	1
CC(NCC1COc2ccccc2O1)C(=O)NCc1ccccc1 (stereo unspecified)	-5	2	-0.2	-0.8	0.3	-0.8	1.3	0.4	3
CC(=O)N1CCCc2cc(S(=O)(=O)N3CCCC(C(=O)NCc4ccc(C)cc4)C3)ccc21 (stereo unspecified)	16	6	1.3	-3.9	-0.1	i	-1.3	-1.9	2
CC1(C(=O)NS(=O)(=O)c2cccc(C#N)c2)CCN1C(=O)c1ccccc1CCc1ccccc1 (stereo unspecified)	7	-5	-3.7	-1.8	nt	i	nt	-3.1	-2
O=[N+]([O-])c1cccc(C(=Nc2ccc(Cl)cc2)NO)c1	-5	8	nt	5.6	-0.1	-1.2	-1.5	-17	3
CCc1cccc(C)c1NC(=O)CCCN1C(=O)CN(C)C1=O	-1	2	-6.8	-3.4	1.5	0.5	-3.2	-0.3	3
CCOC(=O)c1cc(-c2ccccc2)n(CC2CC(c3ccc(OC)cc3)=NO2)n1 (stereo unspecified)	-1	8	0.6	6.5	4.2	-0.9	3.3	-2.0	-1
